TRPC4 inh – blocks the mouse TRPC4 cation channel. Q9QUQ5. HEK293 TRPC4beta/mu-opioid, DAMGO-evoked Fluo4 calcium flux; stronger effect = lower value. B-score at 10 µM. 300,000 tested, 0.39% active. AID 2247;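 active = B-score over 3 SD under the library average, no early fluorescence shift, positive overall ratio signal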
Target sequence (Q9QUQ5 whole entry, looked up): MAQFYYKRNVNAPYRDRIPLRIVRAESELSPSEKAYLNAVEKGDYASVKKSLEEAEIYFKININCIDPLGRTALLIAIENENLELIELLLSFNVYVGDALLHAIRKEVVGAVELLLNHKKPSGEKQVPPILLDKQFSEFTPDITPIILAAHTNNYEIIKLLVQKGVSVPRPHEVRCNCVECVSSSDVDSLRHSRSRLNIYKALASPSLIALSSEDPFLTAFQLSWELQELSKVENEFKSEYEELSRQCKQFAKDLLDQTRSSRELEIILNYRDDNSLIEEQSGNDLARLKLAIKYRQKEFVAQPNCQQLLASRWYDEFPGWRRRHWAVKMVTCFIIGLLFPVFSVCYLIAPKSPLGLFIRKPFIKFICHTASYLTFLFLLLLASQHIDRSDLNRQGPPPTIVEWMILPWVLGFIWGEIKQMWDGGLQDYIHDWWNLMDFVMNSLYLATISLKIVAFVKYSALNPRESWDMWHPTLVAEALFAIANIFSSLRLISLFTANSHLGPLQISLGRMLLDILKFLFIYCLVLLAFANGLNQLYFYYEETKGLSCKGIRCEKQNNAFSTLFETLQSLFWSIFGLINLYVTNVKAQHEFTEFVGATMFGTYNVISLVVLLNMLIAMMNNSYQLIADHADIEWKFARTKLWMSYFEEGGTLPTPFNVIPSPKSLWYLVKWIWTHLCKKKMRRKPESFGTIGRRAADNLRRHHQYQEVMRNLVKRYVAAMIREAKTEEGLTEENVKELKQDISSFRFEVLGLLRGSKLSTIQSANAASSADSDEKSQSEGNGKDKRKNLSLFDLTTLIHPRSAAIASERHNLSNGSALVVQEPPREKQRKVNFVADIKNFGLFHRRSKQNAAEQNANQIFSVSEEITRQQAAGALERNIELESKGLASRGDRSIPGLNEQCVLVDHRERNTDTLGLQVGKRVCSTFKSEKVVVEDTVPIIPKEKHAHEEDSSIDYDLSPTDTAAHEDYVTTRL
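Assay system – HEK293 line stably carrying TRPC4beta and mu-opioid receptor · Doses – single dose · Detection – Fluo4 calcium-dye fluorescence, kinetic read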
MrgX1 agonist – activates human MrgX1 receptor signaling. 310,000 tested, 0.44% active. MrgX1-HEK293 cells, Fluo-4 calcium fluorescence, agonist mode; stronger effect = higher value. B-score at 10 µM. Q96LB2;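 active = calcium response B-score plate-corrected fluorescence ratio at least 3 library SD, with starting fluorescence B-score inside 5 SD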
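Material: MrgX1-expressing HEK293 cells; input: 15,000 cells per well; doses: test compound given as first of three sequential additions; schedule: overnight plating before 1 h dye loading; technique: Fluo-4 NW calcium-flux fluorescence, kinetic read; evaluation: baseline-normalised fluorescence change ratio, B-scored; control set: plate-wise positive and negative controls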
TRPC6 inhibitor – blocks the mouse TRPC6 cation channel. AID 2553. B-score at 10 µM. HEK293-TRPC6, membrane potential dye, ACh-evoked depolarization; stronger effect = lower value. Q61143. 310,000 tested, 1.1% active;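 active = B-score under library mean minus 3 SD, initial fluorescence not abnormally high, positive integrated signal ratio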;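 note: B-score derived from integrated fluorescence ratio over the kinetic read; more negative B-score means stronger inhibition of depolarization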
MrgX1 antagonist – blocks BAM8-22 activation of human MrgX1 receptor; 310,000 tested, 1.3% active; AID 588676; Q96LB2; MRGX1-HEK293 calcium flux, Fluo-4, BAM8-22 antagonism; stronger effect = lower value; B-score at 10 µM;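 active = calcium-response B-score plate-corrected more than 3 library SD below zero, starting fluorescence within 5 deviations, no agonist response on first addition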;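 note: peak minus trough fluorescence over baseline after final BAM8-22 challenge near maximal dose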
ANO1 activ – mouse TMEM16A channel activation, primary screen; Q8BHY3; HEK293 TMEM16A/YFP-H148Q/I152L, iodide quench fluorescence; stronger effect = lower value; B-score at 10 µM; 340,000 tested, 0.3% active; AID 623877;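 active = fluorescence-ratio B-score plate-corrected deviation score at least 3 library SD below zero, with starting fluorescence score within 5 deviations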;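 note: channel opened by trigger with iodide after compound preincubation; score built on the fluorescence ratio of max minus min over baseline; more negative score means more quench and so TMEM16A activation or potentiation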
TRPC6 activator – mouse TRPC6 channel activation | Q61143 | B-score at 10 µM | 310,000 tested, 0.13% active | HEK293-TRPC6 membrane potential dye fluorescence; stronger effect = higher value;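 active = B-score of the integrated fluorescence ratio above library mean plus 3 SD, and starting fluorescence ratio within library mean plus 5 SD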;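 note: higher score means more depolarization so channel activation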
ANO1 block – inhibitors of mouse TMEM16A calcium-activated chloride channel | Q8BHY3 | HEK293 TMEM16A/YFP iodide influx fluorescence, ionomycin | normalized B-score (activity score, 25-100; higher = stronger inhibition) at 10 µM | 310,000 tested, 1.2% active;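 active = ratio plate-corrected score three or more library SD toward inhibition, starting fluorescence score within five deviations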;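 note: score derived from kinetic fluorescence span divided by baseline fluorescence per well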
TRPC4 act – opens the mouse TRPC4 cation channel; Q9QUQ5; B-score at 10 µM; HEK293 TRPC4beta/mu-opioid, Fluo4 calcium fluorescence; stronger effect = higher value; 310,000 tested, 0.49% active; AID 2237;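 active = B-score above 5 SD of library B-scores, and initial fluorescence ratio not above library mean plus 5 SD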;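 note: positive B-score marks a calcium rise read as TRPC4 activation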
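Assay system: HEK293 stable line with TRPC4beta plus mu-opioid receptor. Times: dye 45 min RT, read 110 s. Measured by: kinetic Fluo4 calcium fluorescence. Measure: B score of integrated ratio. Controls: assay buffer as low control, maximal DAMGO as high control.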
SKKanGAS inh – blocks kanamycin growth of S. pyogenes SKKanGAS strain | BacTiter-Glo, 6 h | inhibition, % at 7.5 µM | 300,000 tested, 1.3% active | AID 1662;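 active = mean replicate score, as percent of positive control median, at least 50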;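 note: strain carries kanamycin resistance gene driven by streptokinase promoter and grows in 40 µg/ml kanamycin; loss of luminescence reflects streptokinase promoter inhibition or plain growth inhibition; 0% = median of DMSO wells and 100% = positive control at its reference dose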
MrgX1 PAM – allosterically activates human MrgX1 receptor signaling | B-score at 10 µM | MrgX1-HEK293, Fluo-4 calcium flux, FDSS; stronger effect = higher value | 310,000 tested, 0.63% active;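 active = plate-corrected calcium response at least 3 library SD above typical, normal starting fluorescence, not activating the receptor alone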;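 note: compound read alongside a low EC10 to EC30 dose of BAM8-22 agonist; peak minus trough fluorescence over baseline measured at the second addition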
TRPC4 PAM – allosteric potentiators of mouse TRPC4 channel; Q9QUQ5; HEK293 TRPC4beta/mu-opioid, DAMGO EC20, Fluo-4 Ca2+ flux; stronger effect = higher value; B-score at 10 µM; 310,000 tested, 0.42% active; AID 2227;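 active = B-score of calcium response area above 5 SD of library B-scores, with initial fluorescence ratio within 5 SD of library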;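 note: B-score of integrated fluorescence ratio over time as area under calcium response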
* hit, by the source's call; i = inactive; nt = no result given. Rows were taken by chance; overall some 6.7% were active at least once.

SMILES | TRPC4 inh | MrgX1 agonist | TRPC6 inhibitor | MrgX1 antagonist | ANO1 activ | TRPC6 activator | ANO1 block | TRPC4 act | SKKanGAS inh | MrgX1 PAM | TRPC4 PAM
Cc1ccc(S(=O)(=O)Nc2ccc3c(c2)C(=O)NC3=O)cc1[N+](=O)[O-] | i | i | i | i | i | i | i | i | -3.1 | i | i
O=C(COC(=O)c1ccc(Cl)c(Cl)c1)Nc1cccnc1Cl | i | i | i | i | i | i | i | i | -9.2 | i | i
COc1ccc(OCC(=O)NNC(=O)c2cccc(C)c2)cc1 | i | i | i | i | i | i | i | i | 2.2 | i | i
COc1ccc(/C=C2\SC(=S)N(CCCC(=O)Nc3ccccc3C(=O)O)C2=O)cc1OC | i | i | i | i | i | i | i | i | 42.1 | 21.9* | i
CN1C=CC=C/C1=C1\SC(=S)N(c2ccccc2)C1=O | i | i | i | i | i | i | i | i | -11.4 | i | i
Cc1cccc(OC(=O)c2ccc3nccnc3c2)c1 | i | i | i | i | i | i | i | i | 3.1 | i | i
CCCCSCCCNC(=O)c1cn(CC)c2ccc(S(=O)(=O)N3CCOCC3)cc2c1=O | i | i | i | i | i | i | i | i | 11.5 | i | i
CCNc1nc(NCC)nc(N/N=C/c2cc(OC)c(OC)c(OC)c2)n1 | i | i | i | i | i | i | i | i | -2.5 | i | i
O=C(CCc1ccc(S(=O)(=O)NCc2ccccc2)cc1)NCc1cccnc1 | i | i | i | i | i | i | i | i | 0.2 | i | i
NC1=NC[C@H](Cc2ccccc2)N1CC1CCCCC1 | i | i | i | i | i | i | i | i | 3.1 | i | i
Cc1ccc(S(=O)(=O)NCc2c(Cl)cccc2Oc2ccccc2)cc1 | i | i | i | i | i | i | 100* | i | 20.4 | i | i
Clc1ccc(SCCCCn2ccnc2)cc1 | i | i | i | i | i | i | i | 75* | -0.8 | i | i
O=C(Cn1nnc(-c2ccccc2-n2cnnn2)n1)c1ccccc1 | i | i | i | i | i | i | i | i | 9.9 | i | i
Cc1nn2c(-c3ccccc3)c(-c3ccccc3)nc2[nH]c1=O | i | i | i | i | i | i | i | i | 11.0 | i | i
Cc1nc2ccccc2c2oc(C(=O)N3CCN(C(=O)c4ccco4)CC3)cc12 | i | i | i | i | i | i | i | i | 0.8 | i | i
O=C1CCCc2c1cc(C(=O)NCCCN1CCOCC1)c(=O)n2-c1ccc(Cl)cc1 | i | i | i | i | i | i | i | i | -1.7 | i | i
COc1ccc(C2N(C(C)=O)CCN2S(=O)(=O)c2ccc(C)cc2)cc1 (configuration not stated) | i | i | i | i | i | i | i | i | -1.7 | i | i
COc1ccc(NC(=O)CSc2nnc3ccc(-c4ccccn4)nn23)cc1OC | i | i | i | i | i | i | i | i | 2.3 | i | i
NCCCC[C@@H]1NC(=O)[C@H](CCC(=O)O)NC(=O)c2cc([N+](=O)[O-])cc(I)c2NCC[C@@H](C(N)=O)NC1=O | i | i | i | i | i | i | i | i | -4.6 | i | i
CCC(C)CCN1C(Nc2ccccc2)=NC[C@@H]1Cc1ccccc1 (some centres not stated) | i | i | i | i | i | i | i | i | 1.4 | i | i
CCCCCC(=O)Nc1sc(C)c(C)c1C#N | i | i | i | i | i | i | i | i | -1.7 | i | i
Cc1nnc(N/N=C/c2ccc(O)c([N+](=O)[O-])c2)[nH]c1=O | i | i | i | i | i | i | i | i | -1.0 | i | i
CC(C)c1c(O)nc(SCC(=O)N2CCOCC2)[nH]c1=O | i | i | i | i | i | i | i | i | 4.4 | i | i
CCOc1ccc(S(=O)(=O)N2CCC(C(=O)NCC3CCCO3)CC2)cc1Cl (configuration not stated) | i | i | i | i | i | i | i | i | 6.0 | i | i
O=C(COC(=O)c1ccccc1N1C(=O)C2C3CCC(C3)C2C1=O)c1ccccc1 (configuration not stated) | i | i | i | i | i | i | i | i | -1.5 | i | i
c1ccc(-c2cn3nc(-c4ccccc4)cnc3n2)cc1 | nt | i | nt | i | i | nt | i | nt | nt | i | nt
Cc1cc(C)n(-c2cccc3cccnc23)n1 | i | i | i | i | i | i | i | i | -7.6 | i | i
CC(=O)Nc1ccccc1OCC(O)CS(=O)(=O)c1ccc(C(F)(F)F)cn1 (configuration not stated) | i | i | i | i | i | i | i | i | -1.6 | i | i
COc1ccc(-c2nnc(SCC(=O)N3CCCCC3)o2)cc1OC | i | i | i | i | i | i | i | i | -16.9 | i | i
Cc1cc(C(F)(F)F)nc(-n2cc(-c3cccc(N)c3)nn2)n1 | i | i | i | i | i | i | i | i | 0.1 | i | i
N/C(CCS(=O)(=O)c1ccc(Cl)cc1)=N\OC(=O)c1ccccc1C(F)(F)F | i | i | i | i | i | i | i | i | -4.1 | i | i
CCOCCN1CCN(c2c3c(nc4cc(-c5ccc(F)cc5)nn24)CCC3)CC1 | i | nt | i | nt | nt | i | nt | i | -3.8 | nt | i
N#Cc1ccc(OC(=O)Cc2ccsc2)cc1 | i | i | i | i | i | i | i | i | 4.7 | i | i
CCOc1ccc(CCNC(=O)COC(=O)c2nc(Cl)ccc2Cl)cc1OCC | i | i | i | i | i | i | i | i | -2.6 | i | i
Cc1cccc(N2CCN(C(=O)CN3C(=O)C4CC=CCC4C3=O)CC2)c1C (configuration not stated) | i | i | i | i | i | i | i | i | -6.9 | i | i
Nc1nnn(CC(=O)N/N=C/c2ccc(O)cc2)n1 | i | i | i | i | i | i | i | i | 0.9 | i | i
COc1cc(/C=C/C(=O)O)cc(OC)c1O | i | i | i | i | i | i | i | i | 40.3 | i | i
COc1ccc(NC(=O)CN2C(=O)COc3ccc(S(=O)(=O)N4CCOCC4)cc32)cc1Cl | i | i | i | i | i | i | i | i | 7.4 | i | i
COc1ccc(C(=O)Nc2nnc(S(=O)(=O)N3CCCCCC3)s2)cc1OC | i | i | i | i | i | i | i | i | 13.3 | i | i
Brc1c(CSc2nnc(-c3ccco3)o2)nc2ccccn12 | i | i | i | i | i | i | i | i | 10.7 | i | i
Brc1ccc(C2Nc3cccc4cccc(c34)N2)o1 | i | i | i | i | i | i | i | i | 5.4 | i | i
O=C(Nc1ccccc1F)N1CCc2ccccc2C1 | i | i | i | i | i | i | i | i | 14.7 | i | i
Cc1ccc(O)c(C2=NCCNC(C(F)(F)F)=C2)c1 | i | i | i | i | i | i | i | i | -0.8 | i | i
COC(=O)NCC1(C)CC(NC(=O)OC)CC(C)(C)C1 (configuration not stated) | i | i | i | i | i | i | i | i | 0.3 | i | i
O=C(Nc1nn[nH]n1)c1cccc(Oc2ccccc2)c1 | i | i | i | i | i | i | i | i | -14.4 | i | i
COc1cc(C2C(C(C)=O)=C(O)C(=O)N2CCc2ccc(OC)c(OC)c2)ccc1O (configuration not stated) | i | i | i | i | i | i | i | i | -13.3 | i | i
CC1Cc2ccccc2N1C(=O)CSc1nnc(-c2ccc(S(=O)(=O)N3CCCC3)cc2)n1C (configuration not stated) | i | i | i | i | i | i | i | i | -3.6 | i | i
CCn1c(COc2cccc(OC)c2)nnc1SCC(=O)Nc1cc(OC)ccc1OC | i | i | i | i | i | i | i | i | 11.5 | i | i
COc1ccc(C)cc1NC(=O)c1ccc2c(SCC(=O)O)c3c(nc2c1)CCCC3 | i | i | i | i | i | i | i | i | -15.6 | i | i
CC(C)[C@H](N[C@@H](C)c1ccccc1)c1c(O)ccc2ccccc12 | i | i | i | i | i | i | i | i | -0.1 | i | i
Carrying on.
SMILES | TRPC4 inh | MrgX1 agonist | TRPC6 inhibitor | MrgX1 antagonist | ANO1 activ | TRPC6 activator | ANO1 block | TRPC4 act | SKKanGAS inh | MrgX1 PAM | TRPC4 PAM
CC(C)n1c(=S)[nH]c2cc(C(F)(F)F)ccc21 | i | i | i | i | i | i | i | i | 1.3 | i | i
S=C(NCCc1ccc(Cl)cc1)NC1CCCC1 | i | i | i | i | i | i | i | i | -2.3 | i | i
COc1ccc2cc(CCNC(=O)c3cccs3)c(=O)[nH]c2c1 | i | i | i | i | i | i | i | i | -7.5 | i | i
CCCCOc1ccc(/C=N/NC(=O)C2CCCNC2=O)cc1 (configuration not stated) | i | i | i | i | i | i | i | i | 6.5 | i | i
Cc1cc(C)c(C)c(S(=O)(=O)Nc2cccnc2)c1C | i | i | i | i | i | i | i | i | 0.4 | i | i
C/C(=N\Nc1nc2ccccc2[nH]1)c1ccccn1 | i | i | i | i | i | i | i | i | 1.6 | i | i
COc1ccccc1NC(=O)COC(=O)CC(C)(C)CC1=NS(=O)(=O)c2ccccc2N1 | i | i | i | i | i | i | i | i | -1.0 | i | i
COc1ccc(Cc2nnc(Cl)c3ccccc23)cc1OC | i | i | i | i | i | i | i | i | 7.2 | i | i
O=C(NCC(=O)N1CCCCCC1)c1ccc(OC(F)F)cc1 | i | i | i | i | i | i | i | i | -0.3 | i | i
Cc1nc2c(Br)c(C)nn2c2c1CCC2 | i | i | i | i | i | i | i | i | 2.7 | i | i
CCC(C)(C)NC(=O)C(c1ccc(OC)cc1)N(C(=O)CCC(=O)Nc1cc(C)on1)c1cc(OC)ccc1OC (configuration not stated) | i | i | i | i | i | i | i | i | 3.4 | i | i
Cn1cccc1C(=O)C(=O)Nc1ccccc1 | i | i | i | i | i | i | i | i | 18.0 | i | i
COc1ccc(-n2nc(C(=O)NCC(=O)N3CCN(C)CC3)c3ccccc3c2=O)cc1 | i | i | i | i | i | i | i | i | 19.1 | i | i
COC(=O)CSc1nnc2n(C3CCCCC3)c(=O)c3c4c(sc3n12)CCCC4 | -6* | i | i | i | i | i | i | i | 4.6 | i | i
O=C(CCCN1C(=O)S/C(=C\C=C\c2ccccc2)C1=O)Nc1ccc(C(=O)O)cc1 | i | i | i | i | i | i | i | i | 23.5 | i | i
O=C(COc1ccc(Cl)cc1)N(Cc1ccccc1)c1ccccn1 | i | i | i | i | nt | i | i | i | 13.9 | i | i
O=C(NCCS(=O)(=O)NCc1ccccc1Cl)c1ccc2c(c1)OCO2 | i | i | i | i | i | i | i | i | -9.4 | i | i
Cc1cc(F)ccc1NCC(=O)Nc1ccccc1Br | i | i | i | i | i | i | i | i | 9.8 | i | i
O=C(O)c1ccc(-n2c(-c3ccc(Br)cc3)n[nH]c2=S)cc1 | i | i | i | i | i | i | i | i | -5.1 | i | i

Source: PubChem (several laboratories)
